Source: PubChem BioAssay
TAAR1 agonist – agonists of human TAAR1. CHO RD-HGA16 TAAR1, Fluo-8 calcium fluorescence; vehicle wells 0%, saturating PEA agonist 100%. Q96RJ0. hit rate 0.99% among 360,000. activation, % at 3 µM. AID 624467;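 active = activation above the mean activation of all test compounds in the run plus 3 SD, cut at about 38% in these data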
Target sequence (Q96RJ0 whole entry, looked up): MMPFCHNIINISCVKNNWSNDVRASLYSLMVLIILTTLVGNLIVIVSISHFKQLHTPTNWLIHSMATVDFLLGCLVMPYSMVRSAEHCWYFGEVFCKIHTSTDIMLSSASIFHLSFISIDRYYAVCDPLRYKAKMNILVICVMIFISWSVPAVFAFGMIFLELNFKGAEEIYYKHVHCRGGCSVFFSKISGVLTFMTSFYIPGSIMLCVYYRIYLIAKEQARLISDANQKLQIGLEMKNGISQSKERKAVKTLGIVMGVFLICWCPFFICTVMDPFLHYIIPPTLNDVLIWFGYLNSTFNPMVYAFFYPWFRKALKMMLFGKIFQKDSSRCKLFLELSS
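Test system: RD-HGA16 (CHO) cells co-expressing Gα16 and hTAAR1 | Doses: Single dose, 3 µM | Schedule: 17-24 h seeding, 75 min 37 °C dye, 30 min RT | Evaluation: % activation from peak over basal fluorescence ratio, DMSO-to-PEA scaled | Technique: Kinetic Fluo-8 calcium fluorescence | Benchmarks: Low control DMSO, high control PEA (EC100)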
M1 ag – human M1 muscarinic receptor agonism. P11229. CHO-K1 hM1, Fluo-8 calcium fluorescence, agonist mode; 0% DMSO, 100% acetylcholine EC100. activation, % at 3 µM. hit rate 0.33% among 360,000. AID 588814;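 active = activation above the run's mean compound activation plus 3 SD, cut at about 16% in these data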;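 also: peak over basal fluorescence ratio within a 140 s kinetic read after compound addition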
Target sequence (P11229 whole entry, looked up): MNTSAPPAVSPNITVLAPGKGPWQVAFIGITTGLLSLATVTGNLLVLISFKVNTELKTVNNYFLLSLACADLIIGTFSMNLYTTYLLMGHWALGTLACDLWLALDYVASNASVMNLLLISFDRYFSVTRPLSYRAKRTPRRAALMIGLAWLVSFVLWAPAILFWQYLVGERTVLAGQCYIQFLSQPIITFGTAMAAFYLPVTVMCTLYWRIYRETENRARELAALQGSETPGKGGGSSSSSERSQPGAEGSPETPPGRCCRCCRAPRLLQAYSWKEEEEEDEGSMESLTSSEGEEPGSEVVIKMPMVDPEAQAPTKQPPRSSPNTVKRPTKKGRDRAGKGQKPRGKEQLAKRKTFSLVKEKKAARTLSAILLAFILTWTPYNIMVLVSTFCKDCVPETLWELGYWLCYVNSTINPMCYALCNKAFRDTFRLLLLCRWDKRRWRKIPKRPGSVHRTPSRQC
OXTR potentiator – human OXTR potentiation; AID 2445; P30559; hit rate 0.061% among 320,000; CHO-OTR cells, Fluo-8 calcium fluorescence, potentiator mode; 0% = oxytocin EC15, 100% = EC100; activation, % at 3 µM;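 active = activation above that plate's cutoff, the mean activation of tested compounds plus 3 SD, cut at about 6.6% in these data, passing the limit was not always enough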;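 also: 100% uses oxytocin at 75 nM as the full agonist control; some results filed as inactive read as strong as hits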
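Assay system: CHO-OTR cells, human receptor / Also added: oxytocin at about EC15, sub-maximal agonist stimulus / Dosing: single dose, 3.0 µM nominal final compound concentration / Incubation: 6 min pre-incubation, 100 s read / Technique: Fluo-8 calcium dye fluorescence / Read-out: % activation vs EC15 and EC100 oxytocin / Benchmarks: EC15 oxytocin low, 75 nM oxytocin high / Replicates: singlicate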
CHO parental Ca – signal in parental CHO cells, OX1R antagonist counter-screen. parental CHO-K1, ATP-induced calcium, Fluo-8 fluorescence. inhibition, % at 5.6 µM. hit rate 0.63% among 330,000. AID 463079;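 active = inhibition above that plate's mean sample inhibition plus 3 SD, cut at about 26% in these data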;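 also: 0% = ATP-challenged DMSO wells and 100% = DMSO wells without ATP; some compounds past the cut are filed as inactive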
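Material: Parental CHO cells | Reagent: ATP | Compound dosing: Single nominal dose of 5.6 µM per compound | Detection: Intracellular calcium via Fluo-8 no-wash fluorescent dye | Read-out: % inhibition of ATP-induced calcium mobilization | Benchmarks: Low control ATP plus DMSO, high control DMSO only | Replicates: Singlicate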
CHO-K1 Ca PAM – M1 PAM counterscreen hit in parental CHO-K1 cells | activation, % at 3 µM | ATP EC20, Fluo-8 calcium fluorescence; 0% at ATP EC20, 100% at ATP max | hit rate 0.02% among 360,000;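 active = activation above the run cutoff, the mean activation of all test compounds plus 3 SD, cut at about 40% in these data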;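 also: peak over basal fluorescence ratio in a 140 s read after ATP addition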
M1 ag parental – M1 agonist counterscreen hit in parental CHO-K1 cells. Fluo-8 calcium fluorescence; scaled to maximal ATP response, vehicle zero. activation, % at 3 µM. hit rate 0.48% among 360,000. AID 602248; in the data active = activation above about 15%;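 also: untransfected CHO-K1 host cells lacking M1 receptor as counterscreen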
V1R ag counter – V1a receptor agonism, counter-screen for OXTR agonists; P37288; CHO-V1R cells, Fluo-8 calcium fluorescence, agonist mode; 0% DMSO, 100% 3 nM vasopressin; activation, % at 3 µM; hit rate 0.25% among 320,000;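 active = activation above the mean activation of all tested compounds plus 3 SD, per screening run, cut at about 20% in these data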;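 also: signal is peak over basal fluorescence ratio across a 100 second FLIPR read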
TAAR1 antagonist – antagonists of human TAAR1 | Q96RJ0 | CHO RD-HGA16 TAAR1, Fluo-8 calcium fluorescence, antagonist | inhibition, % at 3 µM | hit rate 1.5% among 360,000;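 active = inhibition above a per-plate cutoff, the mean inhibition of test compounds on that plate plus 3 SD, cut at about 49% in these data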;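 also: 0% = DMSO plus EC80 beta-PEA response and 100% = DMSO alone without agonist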
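test system = CHO RD-HGA16 cells bearing hTAAR1 | replication = singlicate | controls = DMSO-only wells and EC80 β-PEA-stimulated wells | reagent = EC80 β-phenethylamine stimulus | read-out basis = percent inhibition of PEA-evoked calcium signal, max/basal emission ratio | schedule = seeding 17-24 h prior, 75-min 37 °C, 30-min RT dye loading | signal = kinetic Fluo-8 calcium fluorescence measurement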
CHO-K1 Ca antag – counter-screen for M1 antagonists: effect in parental CHO-K1 cells; ATP-induced calcium, Fluo-8 fluorescence; inhibition, % at 3 µM; hit rate 0.6% among 360,000; AID 602250;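 active = inhibition above a per-plate cutoff, the plate's mean sample inhibition plus 3 SD, cut at about 24% in these data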;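 also: 0% = DMSO plus EC80 ATP and 100% = DMSO alone without ATP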
* hit, by the source's call; / = no result given.

SMILES	TAAR1 agonist	M1 ag	OXTR potentiator	CHO parental Ca	CHO-K1 Ca PAM	M1 ag parental	V1R ag counter	TAAR1 antagonist	CHO-K1 Ca antag
CCN(CC)C(=O)CSc1nc(O)c(Cc2ccc(OC)cc2)c(=O)[nH]1	0	2	-5	2	-7	0.3	0.8	-11	10
O=C(CCc1nnc(Cc2cccc(C(F)(F)F)c2)o1)NCCc1ccccc1F	4	-6	-3	-14	5	0.3	0.6	4	-7
C/C(=N/O)c1ccccn1	2	-2	-8	7	17	1.1	-0.2	2	-8
Cn1c2ccccc2c2c(C(=O)NCCCN3CCCC3=O)cn(C3CCCCC3)c(=O)c21	5	-5	-15	-17	12	0.7	1.2	11	-2
Clc1ccc(CN2CCSCC2)c(Cl)c1	5	2	-5	-10	-14	0.1	-0.7	-11	-3
O=C(NCc1nnc(SCC(=O)N2CCOCC2)o1)c1ccccc1	1	4	/	/	-8	-0.2	/	-7	-10
O=[N+]([O-])c1ccccc1C=NNc1ccccc1	0	-6	/	/	-4	-0.6	/	-5	-1
CC(C)c1ccc(NC(=O)Cn2c(=O)oc3ccccc32)cc1	-1	1	-5	-3	-2	3.9	5.4	11	-2
CCCC(=O)N(Cc1cc(=O)[nH]c2ccccc12)c1ccccc1C	1	-7	-17	-10	-10	0.9	0.9	-15	6
C=CCn1c(-c2ccccn2)n[nH]c1=S	1	-6	/	/	2	0.2	/	-1	-2
CNc1cccc(-c2ccc(C(C)=O)s2)n1	-2	-4	/	/	-10	-0.7	/	9	7
CC(C)(C)NC(=O)NC(=O)COC(=O)C1CC(=O)N(Cc2ccccc2)C1 (configuration not stated)	4	0	3	-13	14	0.7	0.2	-15	-9
NC(=O)c1ccc(NC(=O)COC(=O)c2ccccc2Nc2ccccc2)cc1	2	-4	0	2	10	0.7	0.3	-1	-11
Cc1cc(NC(=O)/C=C/c2ccc(F)cc2)n(-c2nc3ccccc3[nH]2)n1	-1	-5	-2	-3	7	-0.2	0.9	-8	-7
CCN(CC)CCNC(=O)c1ccc(NC(=O)c2cccc(S(=O)(=O)Nc3ccc(C)cc3)c2)cc1	36	-12	-14	-5	17	1.7	-0.5	-3	-10
CCOC(=O)C1=C(C)N(C)C(C)=C(C(=O)OCC)C1c1ccncc1	9	-6	-8	-13	2	-0.9	-1.5	-18	10
O=C(NNC(=O)C1CCCN(S(=O)(=O)c2cccc(F)c2)C1)C1CC1 (configuration not stated)	1	-8	-8	-9	-6	0.1	1.2	3	-1
C[n+]1ccccc1/C=C/c1c(F)cccc1F	4	-8	/	/	18	1.3	/	-15	-13
O=C(Nc1nc(-c2cc3ccccc3oc2=O)cs1)c1ccco1	1	-6	-5	-10	-3	2.0	0.4	4	11
CCCCN(C(=O)c1ccc2c(c1)OCO2)C1CCS(=O)(=O)C1 (configuration not stated)	2	-2	2	0	4	4.0	0.8	-14	-7
CCc1cc(=O)oc2cc(OC3CCCCC3=O)ccc12 (configuration not stated)	2	-1	-8	-8	21	0.5	0.3	-5	-6
CCOc1ccc(NC(=O)c2ccc(F)c(S(=O)(=O)N3CCCC3)c2)cc1	2	-2	/	/	-11	7.0	/	17	24*
CN1CCN(/N=C/c2nc(-c3ccc(Cl)cc3)n3ccccc23)CC1	3	-7	-3	-11	17	-0.2	0.0	-24	5
COc1ccc(NC(=O)Nc2c(C)n(C)n(-c3ccccc3)c2=O)c(OC)c1	1	-3	-8	-2	4	1.7	-0.3	-23	-10
Cc1sc2nc(CC(=O)N3CCCC3)[nH]c(=O)c2c1C	6	-4	-10	-14	14	0.4	0.6	-3	-7
CCOC(=O)Cc1cc(=O)n2[nH]c(C(C)(C)C)cc2n1	2	-3	-4	-7	8	0.4	0.4	-2	-6
Clc1ccc(Cc2noc(-c3cccs3)n2)cc1	12	-9	-5	-12	24	0.7	-1.4	20	-14
O=C(Cn1nc(Cl)nc1Cl)c1ccc2c(c1)OCCO2	-1	0	-12	2	-24	0.0	-0.1	-4	15
COCCOC(=O)C1=C(C)NC(=O)NC1c1c(F)cccc1Cl (configuration not stated)	5	0	-2	-1	1	-0.2	1.1	-4	-15
c1ccc(NCCCNc2ccccc2)cc1	-1	-5	1	-8	-1	-0.5	-1.6	-2	-1
COc1ccc(S(N)(=O)=O)cc1C(=O)NNC(=O)c1cccc(S(=O)(=O)N2CCOCC2)c1	1	-2	/	/	6	0.5	/	20	-10
COC(=O)c1cnn2c(C)c(Cc3cccc(F)c3)c(C)nc12	15	3	-3	-6	9	0.2	0.5	-24	2
CC(C(=O)Nc1ccc(Br)cc1)N(C)CC(=O)NCc1ccco1 (configuration not stated)	5	-5	5	-8	9	0.2	0.8	7	-8
COc1cc(CN2CCN(CCCc3ccccc3)C(CCO)C2)cc(OC)c1O (configuration not stated)	2	-7	-5	-15	12	0.7	0.4	-8	-5
O=C(Nc1cccc2ccccc12)N1CCc2ccccc2C1	77*	1	-5	-17	-8	-0.5	0.7	74*	20
CCS(=O)(=O)c1ccc2oc(Nc3cccc(OC)c3)nc2c1	6	-6	1	-9	-7	1.8	0.9	3	-15
O=C1Nc2ccccc2/C1=N/N=C/c1ccc(-c2ccc([N+](=O)[O-])cc2)o1	1	4	/	/	9	0.4	/	-8	-12
O=C1NCCCC1C(=O)NCCN1C(=O)CCC1=O (configuration not stated)	5	-4	-4	-2	15	0.8	0.6	6	-6
CCCCCCCC1CC(=O)C=C(C)C1C(=O)OCC (configuration not stated)	-3	-4	-8	-3	1	-0.2	-1.7	4	-7
Cc1ccc(S(=O)(=O)Nc2ccc3c(c2)c2c(n3S(=O)(=O)c3ccc(C)cc3)CCCC2=O)cc1	-1	-5	-4	-4	20	1.8	1.2	-9	-7
O=C(NCc1nc2ccccc2[nH]1)c1ccc([N+](=O)[O-])cc1	1	-3	3	-5	15	1.2	0.3	9	-9
O=C(Nc1cccc2c1CCCC2)c1ccccc1Cl	4	-5	9	-8	3	0.2	-0.6	-18	-4
NN(Cc1ccccc1)C(=S)Nc1ccc(Cl)c(Cl)c1	-4	-6	-11	-19	-16	-0.1	-0.1	17	-8
O=C1CC(NC(=O)C(F)(F)F)=NN1c1ccccc1	3	-7	-4	-4	3	-0.2	0.4	3	0
CCCN(CC(=O)Nc1ccccc1C)C(=O)C1CCN(S(=O)(=O)c2ccc(C)c(C)c2)CC1	5	-4	/	/	2	2.6	/	-7	8
O=C(Nc1cccc(S(=O)(=O)N2CCCCC2)c1)c1ccc2ncsc2c1	9	1	-26	-12	2	11	5.0	34	-13
C=CCOc1c(CNc2ccc(C(=O)O)cc2)cccc1OC	7	-4	-9	-6	5	-0.1	1.1	-9	2
Cc1cnc(NC(=O)C2CC=CCC2)s1 (configuration not stated)	-4	-7	-6	16	-6	-0.1	0.1	-5	-6
O=C(NN=C1CCCCCCC1)c1ccc(F)cc1	1	-2	-9	5	4	1.4	-0.8	-15	-11
Cc1nc2c(C)cccn2c(=O)c1NC(=O)c1cccs1	3	2	-9	4	-3	0.5	1.1	-11	1
COc1cccc(COC(=O)CCNC(=O)c2ccc(Cl)cc2)c1OC	-2	-5	-2	-21	9	-0.1	-1.0	-9	7
C/C(=N\NC(=O)c1ccc2c(c1)OCO2)c1ccc2c(c1)OCO2	1	-5	-8	-13	22	1.3	3.3	-13	-18
CC(=O)Oc1ccc(-c2ccc(C(=O)OCC(=O)c3c(N)n(C)c(=O)n(C)c3=O)cc2)cc1	12	-2	-10	-10	-2	4.0	8.9	35	-17
NS(=O)(=O)c1ccc(NC(=O)COC(=O)c2ccc([N+](=O)[O-])s2)cc1	2	-3	2	-1	8	0.6	0.0	4	-9
CC(NC(=O)C(=O)N1CCCCC1)C(c1cccs1)N1CCN(Cc2ccccc2)CC1 (configuration not stated)	2	-4	-6	-6	5	-0.1	-0.2	1	0
O=C(O)/C=C/C(=O)Nc1ccccc1-c1ccccc1	8	-2	-16	-9	21	0.1	-0.6	4	-9
O=C(NC1CCCCC1)c1ccccc1-c1ccccc1	-1	-6	2	-21	7	0.5	-0.5	2	-7
COc1ccc(/C=C2\SC(=S)N(CCC(=O)NCCCN3CCOCC3)C2=O)cc1	3	-11	-20	-19	-12	3.0	3.1	-19	4
CCn1c(CN2c3ccccc3Sc3ccccc32)n[nH]c1=S	9	-4	0	-12	35	4.6	4.3	-6	-19
COCc1cc(=O)[nH]c(-c2ccccc2)n1	6	-6	0	3	11	0.3	0.3	-2	-5

The list continues:
SMILES	TAAR1 agonist	M1 ag	OXTR potentiator	CHO parental Ca	CHO-K1 Ca PAM	M1 ag parental	V1R ag counter	TAAR1 antagonist	CHO-K1 Ca antag
CN1CCN(S(=O)(=O)c2ccc([N+](=O)[O-])cc2)CC1	4	0	-8	0	18	0.4	-0.4	-11	-6
CCOc1ccc(CCNC(=O)CSCc2ccc(C)cc2)cc1OCC	7	-7	-2	-24	-4	0.1	-0.7	-10	3
CCOC(=O)C1C(=O)NC(N2CCN(CC)CC2)=NC1c1ccccc1 (configuration not stated)	11	-3	-11	2	9	0.2	-0.3	-12	-5
COc1ccc2[nH]c3c(c2c1)CCN1C(=O)N([C@@H](C)C(=O)NCc2ccco2)C(=O)[C@]31C	1	-3	-6	-22	5	1.2	-1.1	22	-14
O=C(/C=N/O)NCc1ccncc1	6	-4	-11	6	11	0.3	0.0	7	1
C=CCn1c(SCC(=O)Nc2cc(C)cc(C)c2)nnc1-c1cnccn1	2	-6	1	-18	-10	0.1	-0.7	11	3
Clc1ccc(-c2nc(NCCCN3CCOCC3)c3ccccc3n2)cc1	24	-2	-16	-28	4	7.2	13	46	7
CC(Oc1ccc(Br)cc1)C(=O)N1CCC(C(N)=O)CC1 (configuration not stated)	5	-3	-9	-14	-3	2.4	0.7	3	0
O=C(Nc1cccc(C(F)(F)F)c1)c1csc(COCCO)n1	2	-2	/	/	28	0.8	/	-20	-8
CCC(=O)c1cn(CC(=O)Nc2ccc(C)cc2)c2ccccc12	2	-3	-3	-11	19	1.3	2.9	-9	-18
